Growth percent in the NCI-60 one-dose screen (48 h, 10 µM unless noted): 100 = growth as untreated, 0 = no growth, -100 = all killed.
HCT-15: HCT-15 colon cancer; 82,000 compounds, 5.2% hits
NCI-H460: NCI-H460 lung cancer. 82,000 compounds, 6.8% hits
NCI-H322M: NCI-H322M lung cancer | 80,000 compounds, 2.7% hits
NCI/ADR-RES: NCI/ADR-RES ovarian cells; 81,000 compounds, 4.4% hits
NCI-H522: NCI-H522 lung cancer. 78,000 compounds, 8% hits. AID 1794739
NCI-H226: NCI-H226 lung cancer; 79,000 compounds, 3.5% hits
HCT-116: HCT-116 colon cancer | 82,000 compounds, 7.3% hits
NCI-H23: NCI-H23 lung cancer; 80,000 compounds, 4% hits
COLO 205: COLO 205 colon cancer; 79,000 compounds, 7.3% hits
Active calls of the source: *; x = no result given. How the source made its calls: active means growth percent below 10; inactive means the rest.

| molecule | HCT-116 | NCI-H322M | NCI-H226 | HCT-15 | NCI-H23 | NCI-H522 | COLO 205 | NCI/ADR-RES | NCI-H460 |
| --- | --- | --- | --- | --- | --- | --- | --- | --- | --- |
| C[C@@H]1O[C@H](/C=C\c2ccc(Br)cc2)[C@@H](O)[C@H]1O | 100 | 106 | 94 | 102 | 102 | 95 | 116 | 108 | 111 |
| O=S(=O)(c1ccccc1)n1cc(-c2csc(-c3ccc4ccccc4c3)n2)c2cc(F)ccc21 | 92 | x | 84 | 105 | 93 | 77 | 113 | 108 | 127 |
| CCn1c(=O)sc2cc3ccccc3nc21 | 109 | 102 | 97 | 98 | 102 | 93 | 109 | 106 | 101 |
| Nc1[nH]nc2nc3ccccc3cc12 | 97 | 98 | 92 | 102 | 100 | 88 | 105 | 100 | 103 |
| COC(=O)[C@]12CC[C@@H](C)[C@H](C)[C@@H]1C1=CC[C@@H]3[C@@]4(C)C[C@@H](OC(=O)c5ccco5)[C@H](O)[C@@](C)(CO)[C@@H]4[C@H](O)C[C@@]3(C)[C@]1(C)CC2 | -63* | -94* | -53* | -96* | -84* | -83* | -93* | -81* | -85* |
| Cc1ncc(C(=O)Nc2ccc(CN3CCN(C)CC3)c(C(F)(F)F)c2)cc1C#Cc1cnc(N)c2ccc(C#N)cc12 | -20* | 28 | 0.0* | -77* | 29 | 27 | 5.3* | 39 | 11 |
| CN1C(=O)CNC(=O)[C@H](CO)NC(=O)[C@H](Cc2ccccc2)NC(=O)[C@H](CCCN=C(N)N)NC(=O)[C@@H]1Cc1ccc(O)cc1 | 100 | 105 | 89 | 98 | 100 | 92 | 104 | 103 | 106 |
| COc1ccc2nccc(C(N)=O)c2c1 | 103 | 99 | 102 | 109 | 104 | 87 | 108 | 108 | 103 |
| CCOC(=O)c1cc(-c2ccc(F)cc2)n(-c2ccc(C(=O)O)c(O)c2)c1C | 61 | 95 | 81 | 67 | 65 | 37 | 113 | 68 | 81 |
| C=C(C)CN(CC(=C)C)C(=N)OCC1CCCO1 (stereo not given) | 97 | 154 | 100 | 108 | 101 | 103 | 114 | 105 | 114 |
| COc1ccccc1C1C(C#N)=C(N)N(c2ccc(F)cc2F)C2=C1C(=O)CC(C)(C)C2 (stereo not given) | 83 | 89 | 96 | 92 | 94 | 100 | 97 | 90 | 96 |
| O=C/C(Br)=C\c1ccccc1 | 104 | 116 | 107 | 126 | 110 | 122 | 113 | 116 | 117 |
| CCc1ccc(-c2cc(-c3cccc(Cl)c3)n(-c3ccc(S(N)(=O)=O)cc3)n2)cc1 | 86 | 95 | 110 | 83 | 92 | 91 | 98 | 100 | 90 |
| Cc1nc2cc(Nc3nc(Nc4ccc(F)cc4)nc(N4CCCC4)n3)ccc2n1Cc1ccccc1 | -79* | 21 | -17* | -33* | x | -4.1* | -73* | -28* | -30* |
| Cn1cc(-c2csc(-c3ccc(Cl)cc3)n2)c2ccccc21 | 114 | 99 | 108 | 89 | 94 | 89 | 134 | 97 | 116 |
| CC1(C)C=C2[C@H]3CC[C@@H]4[C@@]5(C)CCC(=O)C(C)(C)[C@@H]5CC[C@@]4(C)[C@]3(C)CC[C@@]2(C=O)CC1 | 94 | 115 | 100 | 99 | 99 | 86 | 125 | 103 | 102 |
| Clc1ccc(-c2nnc(-c3ccco3)o2)cc1 | 87 | 94 | 92 | 112 | 92 | 99 | x | 104 | 108 |
| CC(=O)C(N=Nc1ccc(Cl)cc1[N+](=O)[O-])C(=O)Nc1ccccc1Cl (stereo not given) | 96 | 97 | 83 | 99 | 89 | 90 | 110 | 103 | 109 |
| CCCCCCCCn1ccc2cc(NC(=O)Cn3cc(CN4CCC(C)CC4)nn3)ccc21 | -19* | 29 | 70 | -32* | 79 | 19 | -74* | 63 | -70* |
| CCc1ccccc1NC(=O)c1sc2nc3c(cc2c1N)CCCC3 | 19 | 75 | 73 | 28 | 53 | 15 | 36 | 20 | 21 |

| molecule | HCT-116 | NCI-H322M | NCI-H226 | HCT-15 | NCI-H23 | NCI-H522 | COLO 205 | NCI/ADR-RES | NCI-H460 |
| --- | --- | --- | --- | --- | --- | --- | --- | --- | --- |
| Cc1ccc(C(=O)CSc2nc3ccccc3c(=O)n2CCc2ccc(S(N)(=O)=O)cc2)cc1 | 96 | 99 | 103 | 98 | 101 | 98 | 117 | 105 | 106 |
| Cc1[nH]c(C2CC(c3ccccc3)=NN2c2ccccc2)c(C)c1C(=O)NCC(F)(F)F (stereo not given) | 101 | 97 | 91 | 87 | 101 | 99 | 119 | 101 | 100 |
| COc1ccc2cc(-c3nc4ccccc4o3)c(Cl)nc2c1OC | 103 | x | 95 | 99 | 90 | 104 | 101 | 95 | 107 |
| CCOC(=O)c1c2c(c(C)n1C)-c1nn(Cc3ccc(OC)cc3)cc1CC2 | 84 | 190 | 95 | 84 | 83 | 91 | x | x | 111 |
| O=c1n(Cc2ccc3ccccc3c2)c2ccccc2n1Cc1ccc2ccccc2c1 | 70 | 82 | 84 | 85 | 78 | 73 | 95 | 79 | 75 |
| CS(=O)(=O)Nc1cccc(C(=O)NCc2ccc(N3CCOCC3)cc2)c1 | 101 | 112 | x | 104 | 104 | x | 112 | 111 | 109 |
| Nc1ccc(C(=O)O)c(O)c1 | 109 | 107 | 102 | 109 | 114 | 89 | 107 | 101 | 112 |
| CN(C[C@H]1Cc2c(cccc2N2CCN(Cc3ccccn3)CC2)CN1)[C@H]1CCCc2cccnc21 | 31 | 65 | 57 | 37 | 62 | 95 | 70 | 28 | 28 |
| C=CCn1c(SCC(=O)Nc2ccccc2)nnc1-c1ccc(OC)cc1 | 93 | 90 | 89 | 86 | 93 | 86 | 103 | 86 | 101 |
| O=C(NS(=O)(=O)c1ccc(Cl)cc1)n1ccc2cccnc21 | 108 | 99 | 94 | 106 | 92 | 90 | 118 | 101 | 117 |
| c1ccc(-c2nc(N3CCNCC3)c3oc(-c4ccccc4)nc3n2)cc1 | -32* | -95* | -42* | -76* | -67* | -28* | -40* | -49* | -81* |
| Cc1cc(OCc2cccc(-c3ccc4c(c3)OCCO4)c2C)cc(OCc2cccc(C#N)c2)c1CN[C@H](CO)C(=O)O | 102 | 103 | 102 | 98 | 98 | 90 | 105 | 101 | 101 |
| Clc1ccc2c(c1)N(CCCN1CCCC1)c1ccccc1S2 | 26 | 36 | 88 | 18 | 62 | 71 | -31* | 36 | 30 |
| Cc1ccc(C(C)C)c2c1CC[C@](C)(O)[C@H]2O | 93 | 98 | 102 | 109 | 104 | 71 | 109 | 105 | 103 |
| COc1cc(/C=C/c2ccc3c(Br)cc(Br)c(O)c3n2)ccc1O | 1.7* | 41 | 68 | 28 | 37 | -38* | 58 | 6.9* | 3.9* |
| CCCn1cc(/C=C/C(=O)c2cc3ccccc3oc2=O)c2ccccc21 | 66 | 92 | 70 | 89 | 68 | 100 | 126 | 77 | 54 |
| CCC(C)(C)c1ccc(OCCCCN2CCN(c3ccncc3)CC2)cc1 | 8.1* | 84 | 40 | -1.1* | 22 | 36 | -82* | 60 | 25 |
| Cn1cc(C(=O)c2nc(-c3c[nH]c4ccc(F)cc34)no2)c2cc(Br)ccc21 | 103 | 86 | 96 | 91 | 101 | 101 | 112 | 102 | 99 |
| COc1cc(OC)c(S(N)(=O)=O)cc1C(=O)/C=C/c1ccccc1 | 12 | 65 | 39 | 11 | 28 | 26 | 28 | 48 | 3.3* |
| NC(=O)c1c(NC(=O)COC(=O)c2ccccc2F)sc2c1CCC2 | 107 | 106 | x | 96 | 106 | 105 | 134 | 104 | 102 |

| molecule | HCT-116 | NCI-H322M | NCI-H226 | HCT-15 | NCI-H23 | NCI-H522 | COLO 205 | NCI/ADR-RES | NCI-H460 |
| --- | --- | --- | --- | --- | --- | --- | --- | --- | --- |
| C[C@@H](O)C[C@@H](C[C@H](C)c1ccc2ccccc2c1)c1ccccc1 | 85 | 98 | 95 | 92 | 93 | 92 | 100 | 87 | 106 |
| O=C(C1=Cc2cc3ccccc3n2Cc2cnnn21)c1ccc(Cl)cc1 | 96 | 99 | 98 | 113 | 94 | 85 | 100 | 105 | 118 |
| Cc1nonc1C | 101 | 98 | 89 | 102 | 92 | 101 | 103 | 98 | 95 |
| O=C1NC(=O)/C(=C\c2cn(-c3ccccc3)nc2-c2cccs2)S1 | 92 | 98 | 95 | 84 | 81 | 54 | 110 | 99 | 92 |
| O=C(NCCCCC(Cl)(Cl)C(=O)O)c1ccccc1 | 102 | 116 | 101 | 109 | 105 | 94 | 113 | 104 | 105 |
| CC(=O)CSc1nc(-c2cc3ccccc3o2)cc(-c2ccc(Cl)cc2)c1C#N | 104 | 97 | 97 | 100 | 98 | 88 | 110 | 104 | 114 |
| COc1ccc(/C=C(\C#N)C(=O)Nc2cccc(Nc3nc(SC)nc(-c4cccc([N+](=O)[O-])c4)c3C#N)c2)cc1OC | 93 | 100 | 92 | 95 | 88 | 97 | 112 | 104 | 100 |
| COc1ccc(-c2nc(Nc3ccc(-c4nc5ccccc5[nH]4)cc3)nc(N3CCOCC3)n2)cc1 | 4.8* | 27 | 17 | -62* | 11 | 12 | -44* | 34 | 0.1* |
| N#Cc1c(NC(=O)Nc2ccccc2Br)sc2c1CCCCC2 | 94 | 87 | 96 | 97 | 97 | 81 | 104 | 101 | 94 |
| COc1ccc(C=C2C(=O)OC(C)(C)OC2=O)cc1 | 93 | 108 | 95 | 99 | 105 | 94 | 102 | 107 | 106 |
| Cc1ccccc1N=Nc1ccc(N=Nc2ccc(O)cc2O)c(C)c1 | 98 | 104 | 90 | 101 | 94 | 88 | 107 | 99 | x |
| CCOC(=O)c1cc2c(n1Cc1ccccc1OC)-c1oncc1CCC2 | 30 | 86 | x | 31 | 45 | 19 | 2.5* | 15 | 18 |
| CCN1CCN(C(=O)[C@]23CC[C@@H](C)[C@H](C)[C@H]2C2=CC[C@@H]4[C@@]5(C)C/C(=C/c6cccc([N+](=O)[O-])c6)C(=O)C(C)(C)[C@@H]5CC[C@@]4(C)[C@]2(C)CC3)CC1 | 54 | 101 | 89 | 79 | 89 | 93 | 111 | 91 | 97 |
| C=C(C[n+]1ccccc1)[C@@H]1CC[C@]2(C(=O)OC)CC[C@]3(C)[C@H](CC[C@@H]4[C@@]5(C)CC[C@H](O)C(C)(C)[C@@H]5CC[C@]43C)[C@@H]12 | 97 | 101 | 89 | 106 | 97 | 78 | 102 | 103 | 105 |
| O=c1c2cc3c(=O)n(-c4ccccc4)c(=O)c3cc2c(=O)n1-c1ccccc1 | 96 | 101 | 93 | 101 | 95 | 98 | 102 | 91 | 125 |
| Cc1ccc(C(=O)c2ccc(CC(=O)N=Nc3c(O)[nH]c4ccccc34)n2C)cc1 | 89 | 93 | 77 | 95 | 75 | 69 | 108 | 87 | 99 |

Compounds from the list above containing a Cl atom:
| molecule | HCT-116 | NCI-H322M | NCI-H226 | HCT-15 | NCI-H23 | NCI-H522 | COLO 205 | NCI/ADR-RES | NCI-H460 |
| --- | --- | --- | --- | --- | --- | --- | --- | --- | --- |
| CCc1ccc(-c2cc(-c3cccc(Cl)c3)n(-c3ccc(S(N)(=O)=O)cc3)n2)cc1 | 86 | 95 | 110 | 83 | 92 | 91 | 98 | 100 | 90 |
| Cn1cc(-c2csc(-c3ccc(Cl)cc3)n2)c2ccccc21 | 114 | 99 | 108 | 89 | 94 | 89 | 134 | 97 | 116 |
| Clc1ccc(-c2nnc(-c3ccco3)o2)cc1 | 87 | 94 | 92 | 112 | 92 | 99 | x | 104 | 108 |
| CC(=O)C(N=Nc1ccc(Cl)cc1[N+](=O)[O-])C(=O)Nc1ccccc1Cl (stereo not given) | 96 | 97 | 83 | 99 | 89 | 90 | 110 | 103 | 109 |
| COc1ccc2cc(-c3nc4ccccc4o3)c(Cl)nc2c1OC | 103 | x | 95 | 99 | 90 | 104 | 101 | 95 | 107 |
| O=C(NS(=O)(=O)c1ccc(Cl)cc1)n1ccc2cccnc21 | 108 | 99 | 94 | 106 | 92 | 90 | 118 | 101 | 117 |
| Clc1ccc2c(c1)N(CCCN1CCCC1)c1ccccc1S2 | 26 | 36 | 88 | 18 | 62 | 71 | -31* | 36 | 30 |
| O=C(C1=Cc2cc3ccccc3n2Cc2cnnn21)c1ccc(Cl)cc1 | 96 | 99 | 98 | 113 | 94 | 85 | 100 | 105 | 118 |
| O=C(NCCCCC(Cl)(Cl)C(=O)O)c1ccccc1 | 102 | 116 | 101 | 109 | 105 | 94 | 113 | 104 | 105 |
| CC(=O)CSc1nc(-c2cc3ccccc3o2)cc(-c2ccc(Cl)cc2)c1C#N | 104 | 97 | 97 | 100 | 98 | 88 | 110 | 104 | 114 |

High-throughput results as filed in PubChem.
